Epigenetic mod – qHTS Assay for Epigenetic Modulators | mouse C127i GFP locus derepression, cytometry, 30 h | AID 597, 2007 | hit rate 0.09% among 68,000 | Potency, µM (top dose mostly 46.1 µM), inactives show at the top dose GFP derepression (activation); note: % of control where 0% means no effect
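Read-out is the number of GFP-positive cells, scored as fluorescent objects 20 to 120 um wide, reflecting derepression of a silenced CMV-GFP reporter in murine C127i cells after 30 h compound exposure at 37 C.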
Hsp90 Hop PPI – qHTS Assay for Disrupters of an Hsp90 Co-Chaperone Interaction. Potency, µM (series often up to 57 µM), for the others: top-dose activity change, negative = inhibition. hit rate 0.44% among 71,000. AlphaScreen TPR2A-His6 binding biotin-Hsp90 C-terminal peptide; active = well fitted curve in either direction with a large enough effect; inconclusive = small, poorly fitted or top-dose-only effect, or another doubt; note: potency is the fitted concentration of half-maximal effect; % is set by controls: 0 for no effect and ±100 for the full control effect; many of its hits are not listed in these tables
UbGFP stabilizer – Ubiquitin-GFP Assay; Ubiquitin-GFP reporter cells, proteasome inhibition, GFP fluorescence; response scale: untreated = 0%, 10 µM MG-132 = 100%; Potency, µM (highest dose often 45.9 µM), for the others: top-dose activation (GFP accumulation), usual class: activators; 67,000 tested, under 10 active; AID 526, 2006; active = well fitted activation curve with a large enough effect, not every such curve was filed as active; inconclusive = small, poorly fitted or top-dose-only effect, or another doubt; inactive = no such curve, though single readings can be large or run the other way; note: potency is the fitted concentration of half-maximal effect
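Reporter cells (U2OS, ubiquitin-G76V-GFP fusion) are plated overnight, then treated 4 hr at 37 °C with compound titrations from 46 uM down to 2.9 nM. Activity is scaled against untreated cells and 10 uM MG-132.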
15-hLO inh – qHTS Assay for Inhibitors of 15-hLO (15-human lipoxygenase) | purified 15hLO-1, xylenol orange hydroperoxide absorbance | Potency, µM (titrated, usually from 57.1 µM), inactives show at the top dose activity change, negative = inhibition, actives largely listed as inhibitors | hit rate 1.4% among 74,000 | AID 887, 2007; note: potency is the fitted concentration of half-maximal effect; % is set by controls: 0 for no effect and ±100 for the full control effect; nearly all actives have a fitted effect of over 55% in size
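Purified human 15hLO-1 (40 nM final) in 25 mM Hepes pH 7.5, 0.01% Triton X-100 was preincubated with compound 15 min at room temperature, then reacted 6 min with 50 uM arachidonic acid; hydroperoxide detected by Fe-XO, 573/405 nm absorbance ratio.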
HBB splice mod – qHTS Assay for Modulators of Hemoglobin Beta Chain Splicing; HBB splicing reporter cell assay, activation; EGFP reporter with mutant IVS2-654 intron; response scale: normalised to 500 nM splice-correcting PNA; Potency, µM (doses to about 46.1 µM), without a hit: at the highest dose activation, most hits filed as activators; hit rate 0.06% among 65,000; AID 925, 2007; note: potency is the fitted concentration of half-maximal effect; 0% is about no effect
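HeLa cells stably expressing EGFP interrupted by mutant beta-globin intron 2 (IVS2-654), 500/well in 2% FCS. Treated with compound for 2 days at 37C. Splicing correction scored as total well GFP intensity (488 nm excitation, 500-520 nm emission); 500 nM antisense PNA served as control.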
HADH2 inh – qHTS Assay for Inhibitors of HADH2 (Hydroxyacyl-Coenzyme A Dehydrogenase, Type II). 3-hydroxyacyl-CoA dehydrogenase type-2 (Homo sapiens), Q99714. recombinant HADH2, NADH fluorescence, beta-hydroxybutyryl-CoA. Potency, µM (top dose mostly 57.1 µM), without a hit: at the top dose activity change, negative = inhibition, most hits filed as inhibitors. hit rate 3.4% among 73,000. AID 886, 2007; note: potency is the fitted concentration of half-maximal effect; % is set by controls: 0 for no effect and ±100 for the full control effect; nearly all actives have a fitted effect of over 60% in size; many of its hits are not listed in these tables
Target sequence (Q99714 whole entry, looked up, one chain of several): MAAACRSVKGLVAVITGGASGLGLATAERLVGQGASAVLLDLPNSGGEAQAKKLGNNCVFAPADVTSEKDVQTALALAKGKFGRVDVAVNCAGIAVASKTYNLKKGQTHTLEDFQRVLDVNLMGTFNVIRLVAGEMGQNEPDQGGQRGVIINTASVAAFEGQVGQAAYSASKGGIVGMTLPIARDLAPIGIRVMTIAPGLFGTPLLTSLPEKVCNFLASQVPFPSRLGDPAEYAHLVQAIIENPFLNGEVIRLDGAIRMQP
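His-tagged recombinant enzyme from E. coli, 20 nM, preincubated 15 min RT with compound; reaction started with 1 mM NAD+ and 90 uM beta-hydroxybutyryl-CoA in 100 mM Tris-HCl pH 9.0. NADH fluorescence (ex 360/em 450) read over 4 min; last-minus-first difference.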
CRE-bla Fsk – Cell signaling CRE-BLA (Fsk stim). Potency, µM (doses to about 38.2 µM), for inactives: top-dose activity change, negative = inhibition, most hits filed as activators. CHO CRE-bla reporter (cAMP response element driving beta-lactamase), forskolin EC10, beta-lactamase ratio. hit rate 2.5% among 71,000; active = well fitted activation curve with a large enough effect in the signal ratio, with a control signal flat, not every such curve was filed as active; inconclusive = small, poorly fitted or top-dose-only effect, or effect the other way, or a change in a side signal; the % refers to the signal ratio; note: potency is the fitted concentration of half-maximal effect; % of control where 0% means no effect
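Using CellSensor CRE-bla CHO cells in Opti-MEM with 0.5% dialyzed FBS, compounds were titrated with EC10 NKH 477 for 3 h at 37 °C. CCF4 ratio (460/530 nm) gave %Activity; AC50 derived.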
FLuc inh – qHTS Assay for Inhibitors of Firefly Luciferase | purified firefly luciferase, luminescence, 8 min | Potency, µM (titrated, usually from 57.1 µM), without a hit: at the top dose activity change, negative = inhibition, actives largely listed as inhibitors | hit rate 2.2% among 72,000 | AID 411, 2009; note: potency is the fitted concentration of half-maximal effect; % is set by controls: 0 for no effect and ±100 for the full control effect; nearly all actives have a fitted effect of over 40% in size
Target sequence (P08659 whole entry, looked up): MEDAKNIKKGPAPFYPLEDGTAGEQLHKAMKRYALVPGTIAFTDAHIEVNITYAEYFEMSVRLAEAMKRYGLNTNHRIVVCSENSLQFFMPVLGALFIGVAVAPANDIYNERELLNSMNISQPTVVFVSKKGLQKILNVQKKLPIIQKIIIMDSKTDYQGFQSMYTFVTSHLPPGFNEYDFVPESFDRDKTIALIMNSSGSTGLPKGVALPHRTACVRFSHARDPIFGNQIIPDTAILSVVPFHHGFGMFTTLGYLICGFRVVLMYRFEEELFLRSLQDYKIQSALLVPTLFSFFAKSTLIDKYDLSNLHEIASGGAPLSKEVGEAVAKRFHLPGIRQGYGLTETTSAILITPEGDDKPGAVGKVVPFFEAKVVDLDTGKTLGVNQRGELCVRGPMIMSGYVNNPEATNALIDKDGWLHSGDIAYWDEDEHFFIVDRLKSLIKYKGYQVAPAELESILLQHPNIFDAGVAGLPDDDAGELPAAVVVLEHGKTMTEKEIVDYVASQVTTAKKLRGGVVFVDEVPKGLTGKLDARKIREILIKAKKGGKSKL
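Luminescence read-out after 8 min at room temperature; enzyme reaction used luciferin plus 10 uM ATP (linear range) in imidazole buffer pH 7.2 with KCl, MgCl2, Tween 20 and BSA. Each sample was run as a titration.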
Tau filament bind – qHTS Assay for Tau Filament Binding; recombinant tau filaments, thioflavin S fluorescence, 15 h; filaments grown with octadecylsulfate alongside compound; Microtubule-associated protein tau (Homo sapiens), P10636; hit rate 2% among 71,000; Potency, µM (highest dose often 57.1 µM), without a hit: top-dose activity change, negative = inhibition;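 note: potency is the fitted concentration of half-maximal effect; % is set by controls: 0 for no effect and ±100 for the full control effect; actives lower thioflavin S fluorescence by blocking filaments or displacing dye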
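Read-out: ThS fluorescence, 450 nm excitation/510 nm emission; lower signal marks blocked filament formation or displaced dye. Tau at 1 uM with 30 uM ODS, 10 uM ThS, 5 mM DTT, 100 mM NaCl, 10 mM HEPES pH 7.4; 15 h, 37 C.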
DNA Pol III inh – qHTS Assay for Inhibitors of DNA Polymerase III Holoenzyme System; reconstituted DNA polymerase III holoenzyme replication, biochemical; Potency, µM (highest dose often 57.1 µM), inactives show at the highest dose activity change, negative = inhibition; hit rate 0.25% among 71,000; note: potency is the fitted concentration of half-maximal effect; % is set by controls: 0 for no effect and ±100 for the full control effect
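Reconstituted *E. coli* holoenzyme (0.35 nM Pol III, 1 nM beta, 154 nM SSB, 2 nM primase) was preincubated with compound for 15 min at RT. Synthesis on 1.4 nM ssM13Gori ran 35 min, then was stopped with PicoGreen/EDTA and read as dsDNA fluorescence.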
ERK AVP block – qHTS Assay for Inhibitors of the ERK Signaling Pathway using a Homogeneous Screening Assay; HEK293-V1b, vasopressin-stimulated pERK AlphaScreen; Potency, µM (series often up to 57.5 µM), for inactives: top-dose activity, negative = inhibition, most hits filed as inhibitors; hit rate 0.99% among 72,000; AID 995, 2007; note: potency is the fitted concentration of half-maximal effect; % is set by controls: 0 for no effect and ±100 for the full control effect; nearly all actives have a fitted effect of over 55% in size
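Overnight-seeded V1b-HEK293 cells in 1% FBS got compound, then vasopressin (25 nM final, 5 min, 37C), then lysis buffer. AlphaScreen detection of phospho-ERK; activity normalized to basal and full-stimulation controls.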
* marks the source's active call; other numbers are inactive results; ? = inconclusive; / = no result given; [ ] = dose if it differs, or a comment. Unless noted, calls come from the whole dose curve; as a rule, active = well fitted curve in the direction sought with a large enough effect; inconclusive = small, poorly fitted or top-dose-only effect, or another doubt; inactive = no such curve, though single readings can be large; an effect the other way counts as inactive or inconclusive. A portion of the library; count on the stated rates, not on these rows.

SMILES	Epigenetic mod	Hsp90 Hop PPI	UbGFP stabilizer	15-hLO inh	HBB splice mod	HADH2 inh	CRE-bla Fsk	FLuc inh	Tau filament bind	DNA Pol III inh	ERK AVP block
COc1ccc(-c2cc(C(F)(F)F)n3nc(C(=O)N4CCCCC4)cc3n2)cc1	-5%	?	0%	-8%	-0.9%	?	13µM*	-4%	-25%	-9%	-5%
CC(C)Oc1ccc2c3c(c(=O)oc2c1)CCC3	0%	3%	-1%	-8%	-1.6%	?	?	-9%	12%	1%	-12%
COc1ccc(OC)c(NC(=O)C2C3CCC(C3=C(C)C)C2C(=O)O)c1 (centres undefined)	8%	-8%	-3%	-12%	-1.0%	-9%	14%	-1%	-10%	-10%	1%
Cc1nc2cnc(Oc3cccc(Cl)c3)nc2n(C[C@H]2CCCO2)c1=O	10%[9.22 µM]	-2%	9%	7%	-0.4%	5%	?	1%[11.4 µM]	-2%	-22%	-22%
CC(C)n1c(N2CCN(CC(=O)Nc3ccc4c(c3)OCCO4)CC2)nc2ccccc21	0%	-4%	-3%	3%	/	7%	-9%	0%	47%	-3%	9%
Cc1cc(C)nc(SCCc2ccncc2)n1	-2%	-4%	1%	-23%	/	-22%	3%	-1%	4%	-2%	-9%
CCCCCCn1c(NCC)nc2c1c(=O)n(C)c(=O)n2C	-3%	0%	/	6%	-0.4%[0.369 µM]	2%	27%	0%	-14%	4%	?
Cc1cc(C)nc(N(C#N)Cc2ccccc2Cl)n1	/	2%	-1%	-6%	0.1%	0%	1%	2%	0%	-4%	/
c1cc(-n2cnnn2)ccc1NC1=NCCC1	-2%	-3%	-8%	9%	1.1%	14%	?	2%	2%	-1%	8%
COC(=O)c1ccc(C(NC(=O)OCc2ccccc2)/C(=C/[C@@H](C)C(=O)NCC2CC2)c2cccnc2)cc1 (some centres undefined)	/	-1%	/	-13%	-1.5%	-1%	-19%	/	16%	0%	-4%
COc1ccc(NC(=O)N(CCN2CCCC2)Cc2cc3cc(OC)c(OC)cc3[nH]c2=O)cc1	0%	-8%	-5%	-6%	/	-3%	-3%	1%	22%	-2%	-10%
O=S(=O)(CCN1CCN(C(c2ccccc2)c2ccccc2)CC1)C(F)(F)F	8%	-1%	3%	-5%	-8.4%	7%	?	0%	-12%	0%	40%[activator]
Cc1ccc(N2C(=O)c3n[nH]c(C)c3C2c2ccco2)cc1 (centres undefined)	0%	-2%	-6%	6%	1.0%[1.84 µM]	7%	-21%	16µM*	-10%	2%	-12%
CCNCC(O)COCC(O)CNCC (centres undefined)	-1%	?	-8%	-2%	0.7%	-28%	7%	-4%	-7%	-1%	22%
O=C1CN(C(=O)CC2c3ccccc3-c3ccccc32)CC(=O)N1	-2%	3%	4%	-6%	0.0%	5%	?	-1%	7%	2%	-1%
Cn1cc(C(=O)c2ccc(F)cc2)cc1-c1nc2ccccc2n1C	-1%	-8%	-1%	-5%	/	6%	-1%	2%	12%	-5%	25µM*
Clc1ccc(OCc2nn3c(-c4ccco4)nnc3s2)c(Cl)c1	-3%	-2%	2%	-12%	1.2%[0.369 µM]	-7%	?	0%	10%	6%	-13%
O[C@H](CNc1ccccn1)c1ccccc1	2%[9.22 µM]	-2%[11 µM]	1%[9.17 µM]	0%[11.4 µM]	2.0%[9.22 µM]	12%[11.4 µM]	2%[7.6 µM]	2%[11.4 µM]	36%[11.4 µM]	-3%[11.4 µM]	1%[11.5 µM]
CC1=CC(=O)c2ccccc2C1=O	0%[20.6 µM]	-5%[26 µM]	-6%[20.5 µM]	-9%	13µM*	-17%[25.6 µM]	?	0%[25.5 µM]	?	-8%[25.6 µM]	71%[activator]
CCN(CC)CCCN(Cc1cc2cc(OC)ccc2[nH]c1=O)C(=O)Nc1ccc(F)cc1	-4%	-2%	-4%	-12%	/	-3%	8%	1%	0%	-6%	12%

Next section, overlapping the part above by 5 compounds.
SMILES	Epigenetic mod	Hsp90 Hop PPI	UbGFP stabilizer	15-hLO inh	HBB splice mod	HADH2 inh	CRE-bla Fsk	FLuc inh	Tau filament bind	DNA Pol III inh	ERK AVP block
Cn1cc(C(=O)c2ccc(F)cc2)cc1-c1nc2ccccc2n1C	-1%	-8%	-1%	-5%	/	6%	-1%	2%	12%	-5%	25µM*
Clc1ccc(OCc2nn3c(-c4ccco4)nnc3s2)c(Cl)c1	-3%	-2%	2%	-12%	1.2%[0.369 µM]	-7%	?	0%	10%	6%	-13%
O[C@H](CNc1ccccn1)c1ccccc1	2%[9.22 µM]	-2%[11 µM]	1%[9.17 µM]	0%[11.4 µM]	2.0%[9.22 µM]	12%[11.4 µM]	2%[7.6 µM]	2%[11.4 µM]	36%[11.4 µM]	-3%[11.4 µM]	1%[11.5 µM]
CC1=CC(=O)c2ccccc2C1=O	0%[20.6 µM]	-5%[26 µM]	-6%[20.5 µM]	-9%	13µM*	-17%[25.6 µM]	?	0%[25.5 µM]	?	-8%[25.6 µM]	71%[activator]
CCN(CC)CCCN(Cc1cc2cc(OC)ccc2[nH]c1=O)C(=O)Nc1ccc(F)cc1	-4%	-2%	-4%	-12%	/	-3%	8%	1%	0%	-6%	12%
O=C(CN(CCc1ccccc1)C(=O)CN1C(=O)COc2ccccc21)NCc1ccco1	-4%	-2%	-4%	12%	-0.1%[57.5 µM]	0%	?	0%	-9%	-3%	-7%
CN(Cc1ccco1)c1cc(-c2ccc3c(c2)OCO3)ncn1	-2%[9.22 µM]	-3%	-2%	-30%	-0.5%	?	?	-4%[2.29 µM]	6%	-3%	-21%
COc1ccc2nc(NC(=O)CSc3nnc4n3C(C)(C)Cc3ccccc3-4)sc2c1	1%	-1%	3%	1%	/	8%	5%	-1%	40%	5%	48%[activator]
N#Cc1nc(Cc2cccc3ccccc23)oc1NCc1ccc(F)cc1	-2%	-1%	2%	-9%	-0.8%	2%	3%	-1%	0%	-13%	7%
CC1CCN(CCCNC(=O)C2CCN(S(=O)(=O)N3CCCCC3)CC2)CC1	4%	-3%	1%	0%	-0.9%[57.5 µM]	6%	6%	1%	1%	-2%	-12%
Cc1cccnc1NC(=O)c1c(O)c2cccc3c2n(c1=O)CCC3	-1%	-1%	-3%	6%	/	31%[activator]	5%	1%	36%	-7%	21%
COc1ccc(C(=O)Nc2ccccc2)cc1S(=O)(=O)Nc1cc(C)on1	0%	1%	5%	-1%	1.3%	-7%	1%	3%	-1%	-6%	3%
Cc1ccc(S(=O)(=O)NCCOCCNS(=O)(=O)c2ccc(C)cc2)cc1	-2%	-1%	-5%	-14%	0.0%	-8%	-8%	1%	0%	0%	5%
COc1ccc(NC(=O)C(NS(=O)(=O)c2ccc3c(c2)CCCN3C(C)=O)C(C)C)c(OC)c1 (centres undefined)	9%	-4%	14%	-6%	1.4%	12%	-23%	-3%	-25%	-7%	8%
Cn1c(COc2ccc(Cl)cc2)nnc1SCC(=O)NC1CCCCC1	0%	?	-5%	-1%	-1.4%	29%	-2%	3%	-4%	-5%	-25%
CCOC(=O)C1CCN(S(=O)(=O)c2cc(Br)cc3c2N(C(C)=O)C(C)C3)CC1 (centres undefined)	2%	9%	4%	-8%	-1.5%	0%	0%	0%	10%	-1%	?
COc1ccc(-n2nc(C(=O)NCC(=O)NCC3CCCO3)c3ccccc3c2=O)c(OC)c1 (centres undefined)	0%	3%	4%	-9%	-0.1%	3%	?	1%	-42%	-2%	-1%

Bioassay records from PubChem BioAssay.
